High-throughput results as filed in PubChem BioAssay.
Hsp70 activator: Hsp70 transcriptional activators, primary screen, cell-based, HeLa, Hsp70 promoter luciferase, luminescence, 10 µM; HeLa Hsp70 promoter luciferase reporter; scaled: vehicle 0, proteasome-inhibitor control 100%; activation, % at 10 µM; actives 0.04% (n = 200,000); AID 1203, 2008;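 active means activation above the mean across all tested compounds plus 3 SD, cutoff set per campaign, cut at about 5.5% in these data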;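 further: 100% = MG132 at 30 µM as the positive control and 0% = DMSO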
S1P3 antag: S1P3 receptor antagonists, primary screen, cell-based; inhibition, % at 4.98 µM; AID 485, 2006; CHO S1P3 NFAT-BLA reporter, FRET fluorescence, antagonist mode; Sphingosine 1-phosphate receptor 3 (Homo sapiens), Q99500; actives 0.27% (n = 170,000);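 active means inhibition above the plate cutoff, the mean inhibition of test wells on that plate plus 3 SD, cut at about 28% in these data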;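 further: cells challenged with S1P at its EC80 of 0.8 µM; blue over green emission ratio from cleaved BLA substrate after 4 h stimulation; 0% = S1P-stimulated wells and 100% = unstimulated DMSO-only wells; some compounds past the cut are filed as inactive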
HMGR II inh: inhibitors of E. faecalis class II HMGR, primary screen, biochemical, Enterococcus faecalis; actives 0.41% (n = 190,000); purified E. faecalis HMGR, NADPH absorbance 340 nm kinetic; HMG-CoA reductase (Enterococcus faecalis, mvaE); AID 1066, 2008; inhibition, % at 10 µM;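 active means inhibition above a set limit, the median over all tested compounds plus 3 SD, cut at about 9.5% in these data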;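 further: enzyme runs in reverse so mevalonate oxidation gives rising NADPH absorbance; 0% = complete reaction with DMSO and 100% = background rate lacking mevalonate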
PMI act hi M6P: human PMI activators, high substrate, primary screen, biochemical, fluorescence intensity, near-saturating mannose 6-phosphate; Mannose-6-phosphate isomerase (Homo sapiens), P34949; coupled PMI enzyme assay, resazurin fluorescence, 20 min; active compounds read high; 1 = untreated enzyme, 0 = substrate-free blank; actives 0.34% (n = 190,000); activation factor at 20 µM;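 active means activation factor of 2 or more at 20 µM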
Target sequence (P34949 whole entry, looked up): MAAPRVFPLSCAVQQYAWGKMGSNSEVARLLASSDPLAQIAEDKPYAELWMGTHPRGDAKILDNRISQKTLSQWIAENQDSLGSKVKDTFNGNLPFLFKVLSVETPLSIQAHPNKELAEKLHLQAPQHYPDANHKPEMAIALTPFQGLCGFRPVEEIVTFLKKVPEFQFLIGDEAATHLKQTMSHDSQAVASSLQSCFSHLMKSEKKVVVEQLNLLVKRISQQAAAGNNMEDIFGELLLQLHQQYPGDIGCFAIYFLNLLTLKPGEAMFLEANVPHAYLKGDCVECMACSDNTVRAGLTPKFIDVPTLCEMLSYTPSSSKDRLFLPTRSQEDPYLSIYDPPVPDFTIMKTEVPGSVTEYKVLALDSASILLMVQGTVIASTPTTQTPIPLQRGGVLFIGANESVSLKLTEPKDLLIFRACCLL
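Material: human phosphomannose isomerase with PGI, G6PDH, diaphorase coupling enzymes / Reagent: Man-6-P substrate 1.0 mM / Dosing: single compound dose of 20 µM, 1% DMSO final / Incubation: enzyme reaction with compound 20 min at room temperature / Signal: resorufin fluorescence (Ex 544/Em 590 nm) from resazurin via diaphorase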
TNAP inh hi DEA: human TNAP enzyme inhibitors, primary screen, biochemical, luminescent, high phosphate acceptor level, uHTS; Alkaline phosphatase, tissue-nonspecific isozyme (Homo sapiens), P05186; purified TNAP, CDP-star luminescence, 1 M DEA; inhibition, % at 20 µM; actives 0.03% (n = 200,000); AID 1135, 2008;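 active means over 50% inhibition of tissue-nonspecific alkaline phosphatase at 20 µM in the single-dose screen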;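 further: plate controls were DMSO wells for no effect and EDTA-quenched wells as full inhibition for full effect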
Target sequence (P05186 whole entry, looked up): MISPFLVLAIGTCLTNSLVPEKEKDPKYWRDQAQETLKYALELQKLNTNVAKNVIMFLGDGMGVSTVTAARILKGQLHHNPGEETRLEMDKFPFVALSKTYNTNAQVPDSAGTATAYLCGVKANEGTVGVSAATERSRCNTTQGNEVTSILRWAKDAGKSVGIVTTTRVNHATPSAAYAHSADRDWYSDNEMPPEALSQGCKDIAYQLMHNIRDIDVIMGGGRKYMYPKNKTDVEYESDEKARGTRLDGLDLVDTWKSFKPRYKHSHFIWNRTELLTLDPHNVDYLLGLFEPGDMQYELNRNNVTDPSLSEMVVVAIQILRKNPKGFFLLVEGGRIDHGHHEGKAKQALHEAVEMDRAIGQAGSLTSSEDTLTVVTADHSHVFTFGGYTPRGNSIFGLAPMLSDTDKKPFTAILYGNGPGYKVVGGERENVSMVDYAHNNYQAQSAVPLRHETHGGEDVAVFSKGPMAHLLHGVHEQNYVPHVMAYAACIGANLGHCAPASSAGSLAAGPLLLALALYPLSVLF
Redox H2O2 prof: compounds producing H2O2 with reducing agent – biochemical, NIH compound library profiling, artefact control for MLSCN library redox annotation, primary screen | activation, % at 10 µM | actives 0.03% (n = 200,000) | DTT-dependent redox cycling H2O2, phenol red/HRP absorbance; 100% = 100 µM peroxide control, 0% = buffer;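 active means activation of at least 50% relative to the plate's high and low controls in the primary single-dose screen; inactive means activation below 50%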;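 further: compound incubated with DTT at 0.8 mM final as the reducing agent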
PMI act: activators of human PMI, primary screen, biochemical, fluorescence intensity, near-Km mannose 6-phosphate. actives 0.005% (n = 190,000). activation factor at 20 µM. purified human PMI, coupled resazurin fluorescence, 20 min; active compounds read high; 1 = vehicle control, 0 substrate-free wells. Mannose-6-phosphate isomerase (Homo sapiens), P34949;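 active means activation factor of 2 or more at 20 µM, relative to plate controls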
TNAP inh no acc: human TNAP enzyme inhibitors, primary screen, biochemical, luminescent, no phosphate acceptor, uHTS; purified TNAP, CDP-star luminescence, 30 min; inhibition, % at 20 µM; actives 0.26% (n = 200,000); AID 1012, 2008;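 active means tissue-nonspecific alkaline phosphatase inhibition above about 50% at 20 µM in the single-dose screen, limit read from the data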;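 further: 0% = DMSO negative control and 100% = EDTA positive control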
L major viab: Leishmania major promastigote growth inhibition, primary screen | Leishmania major promastigotes, resazurin fluorescence viability | inhibition, % at 10 µM | actives 9% (n = 200,000); in the data active means inhibition above about 50%;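 further: promastigotes grown with compound for 44 hours at 28 °C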
RAM inhibit: inhibitors of the yeast RAM network, primary screen, dse1pr::URA3 reporter, 5-FOA selection. S. cerevisiae dse1pr::URA3 reporter, 5-FOA growth OD615, 2 d; analog-sensitive cbk1-as2 kinase mutant strain. inhibition, % at 50 µM. actives 1.8% (n = 190,000);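 active means inhibition above a set limit, 3 SD over mean compound inhibition, cut at about 8.4% in these data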;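 further: 0% = DMSO-only wells with no growth and 100% = 10 µM 1-NA-PP1 full growth; inhibition rescues growth on 5-FOA so higher OD means more RAM inhibition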
Active calls of the source: *; . = not tested or not shown. Compounds were not picked by outcome; 12% or so of the library scored in one or more.

Each structure is followed by: Hsp70 activator	S1P3 antag	HMGR II inh	PMI act hi M6P	TNAP inh hi DEA	Redox H2O2 prof	PMI act	TNAP inh no acc	L major viab	RAM inhibit
O=S(=O)(NCC1CC1)c1cccc(S(=O)(=O)N2CCCC2)c1
 : -0.3	-19	-1	1.1	-5	-2.1	1.1	-5	-5	2.7
COc1ccc(-c2cc(C(=O)Nc3ccccc3F)on2)cc1
 : 0.0	-1	9	1	1	0.1	1.1	-9	-9	6.1
COc1ccc(C(=O)/C(C)=N/O)cc1OC
 : -0.1	-7	-3	0.9	2	-1.2	0.8	-5	-4	0.3
Cc1ccc(C(=O)NC2CCN(CC(=O)Nc3cccc([N+](=O)[O-])c3)CC2)cc1
 : -0.2	2	0	0.9	1	-0.7	1	-2	1	1.9
CCOC(=O)C1=C(O)/C(=C\c2ccc(CNS(=O)(=O)c3ccc(Br)cc3)o2)N=C1C
 : -0.3	-4	-1	1.4	17	0.5	1.3	1	66*	2.5
CCOc1cc(C(=O)NCCOC)ccc1OC
 : -0.1	-8	-1	0.9	0	0.6	0.9	-7	-3	-0.1
CS(=O)(=O)N1CCN(c2ccc(NC(=O)c3cccnc3Cl)cc2)CC1
 : -0.2	.	1	1	-3	-0.2	1.1	-7	-6	-0.5
Cc1ccc(CSc2nnc(-c3cccc(S(=O)(=O)N4CCOCC4)c3)n2CC(C)C)cc1
 : -0.4	7	0	0.9	1	-0.1	1.1	-4	34	0.5
CC(=O)Nc1cccc(/C(C)=N/NS(=O)(=O)c2ccccc2)c1
 : 0.1	7	-8	0.9	-5	0.2	1	-6	-3	1.4
O=C(Nc1ccc(NC(=O)C2CC2)nc1)c1cnccn1
 : 0.1	7	0	0.9	0	1.0	0.9	-10	-2	2.0
CNCCC(Oc1ccc(C(F)(F)F)cc1)c1ccccc1 (centres undefined)
 : 0.0	-1	8	1.1	-4	-0.5	1	-6	90*	-0.1
CC1CN=C(c2cccn2Cc2ccc(F)cc2Cl)O1 (centres undefined)
 : 0.0	-20	-1	0.9	-2	-1.2	0.8	-2	-4	0.8
O=C(Cn1cc(Cl)ccc1=O)c1ccc(Cl)cc1
 : 0.1	-2	0	1	-1	-0.6	1	-3	-2	2.0
O=C(CSc1cn(Cc2ccccc2)c2ccccc12)N1CCOCC1
 : 0.5	.	-2	0.8	-2	1.1	0.9	-2	-4	1.3
CC1CN(C2=CC(=O)CCC2)CC(C)O1 (centres undefined)
 : -0.2	-3	-7	0.9	-1	0.0	1	-6	-5	0.9
Clc1ccc(/C=N/Nc2ccccn2)cc1
 : 0.0	9	-1	1.1	-6	-0.1	1.1	-16	-6	1.9
Cn1cc(CN2CCC(O)CC2)c(-c2ccc(Oc3ccccc3)cc2)n1
 : 0.1	1	-1	0.9	-4	-0.5	0.9	-4	81*	3.1
O=C(NCCO)c1cc2c(s1)CCC2
 : -0.1	.	-5	1	-8	2.3	1	-14	-2	-0.4
Cn1c(=O)c2c(nc(SCc3cccnc3)n2Cc2ccc(F)cc2)n(C)c1=O
 : 0.1	-7	-6	1	-6	-0.3	1	-10	18	2.7
O=[N+]([O-])c1cc(/C=N/O)ccc1Sc1ccccc1
 : -0.3	.	0	0.8	3	0.1	0.8	4	78*	-0.7
S=c1[nH]c(-c2ccccc2)cn1/N=C/c1ccc(Br)cc1
 : -0.2	-4	0	1.1	7	-0.7	1	-25	-13	3.3
O=C1NC(c2ccccc2)=CC(c2ccccc2)N1 (centres undefined)
 : -0.5	-4	-5	1.1	0	-0.5	1.2	-5	-7	1.6
CCOC(=O)C(C)Sc1nc2c(c(=O)[nH]c(=O)n2C)n1C/C=C(/C)Cl (centres undefined)
 : 0.2	1	3	0.9	-2	1.8	0.9	-7	-3	0.4
CCOc1ncccc1C(=O)OCC(=O)Nc1ccc(S(=O)(=O)N2CCOCC2)cc1
 : -0.3	1	2	0.9	3	0.1	0.9	-16	0	1.6
CN1C(=O)CC(N2CCN(c3ccc(Cl)c(Cl)c3)CC2)C1=O (centres undefined)
 : -0.1	.	3	0.9	4	2.2	0.9	-4	-1	0.0
Cc1ccc(C(=O)N/C(=C/c2cccc([N+](=O)[O-])c2)C(=O)NC(C)C)cc1
 : -0.4	-2	-2	1	-4	1.1	0.9	-13	-3	3.1
CCOC(=O)NC(=O)COC(=O)CCCSc1nc2ccccc2s1
 : -0.2	-5	-5	1	2	-0.4	1.1	-7	3	-0.9
CC(C)NCC(O)COc1ccc(CC(N)=O)cc1 (centres undefined)
 : -0.2	-12	-3	1.1	-1	0.3	1.1	-12	-5	0.1
CCNC(=S)Nc1cc(OCC)c(NC(=O)c2ccco2)cc1OCC
 : -0.2	-1	-3	0.5	0	-0.6	0.7	4	51*	1.8
O=C(O)/C=C\c1ccccc1Oc1cccc(Cl)c1
 : -0.2	7	-5	1.2	4	-0.1	1.3	18	-8	3.6
CC(C)Cn1c(=O)c(C(=O)Nc2cnccn2)c(O)c2ccccc21
 : -0.4	0	-5	0.9	-2	-2.2	0.9	-3	-6	0.5
COc1cc(C(=O)Nc2ccc(S(=O)(=O)NC(C)(C)C)cc2)cc(OC)c1OC
 : -0.4	.	-13	1	1	0.1	1	-5	4	0.0
COC(=O)C1C(O)=C(C(C)=N)C(=O)CC1(C)C (centres undefined)
 : -0.2	-16	0	0.9	-2	0.1	0.9	-11	-6	1.6
Cn1nc([N+](=O)[O-])nc1N1CCN(c2ccc(F)cc2)CC1
 : 0.0	.	-3	1	-8	0.1	1	-9	35	0.6
N#CC1=C(N)c2ccccc2CC12CCCCC2
 : -0.1	.	0	0.9	-2	0.2	0.9	-6	8	-3.3
O=C(Oc1cccc(NC(=O)c2ccccc2Cl)c1)c1ccc([N+](=O)[O-])cc1
 : 0.1	.	-4	1	-6	-7.2	0.9	-6	2	5.5
Cc1ccc2nsnc2c1S(=O)(=O)NCCc1c(C)[nH]c2ccc(F)cc12
 : -0.5	.	-10	1	0	1.6	0.9	-9	98*	1.5
O=C(c1ccc(-c2ccccc2)cc1)C1CCCN(Cc2ccncc2)C1 (centres undefined)
 : -0.3	20	5	1	-10	-0.3	1	-1	93*	0.9
Cc1cccc(NC(=S)N=Nc2c(O)n(C)c3ccc(S(=O)(=O)N4CCOCC4)cc23)c1
 : -0.3	7	-7	0.8	20	1.0	0.9	17	11	4.0
CC(C)c1nnc(SCC(=O)NCc2ccco2)n1C
 : -0.4	-3	-7	1	-4	0.2	0.9	-9	-3	-0.4
N#Cc1ccsc1NC(=O)COc1ccc(-c2nnco2)cc1
 : -0.1	-5	0	0.9	-8	0.6	1	-12	-8	2.6
CCOc1ccccc1OCC(=O)NN1Cc2ccccc2C1=N
 : -0.2	.	-2	1	-8	0.5	1	-5	1	0.3
Cc1ccccc1-n1c(SCc2cc(=O)n3ccccc3n2)nc2[nH]ncc2c1=O
 : -0.5	27	2	0.9	-6	0.3	0.9	-10	18	2.0
COc1ccc(-c2nsc3c(N4CCN(C(=O)c5ccco5)CC4)ncnc23)cc1
 : -0.5	-10	1	0.9	0	1.4	1	6	-1	2.6
Cc1cccc(NC(=O)NCC(c2ccco2)N2CCCCC2)c1 (centres undefined)
 : -0.1	2	-4	0.9	-2	0.4	0.9	-10	-2	1.0
COc1ccc(-c2nsc3c(N4CCN(S(=O)(=O)c5ccccc5)CC4)ncnc23)cc1
 : .	-41	.	0.9	-4	.	1.1	-5	.	.
CC(=O)Oc1cc(C(C)C)c(OCCN(C)C)cc1C
 : -0.1	2	9.7*	0.9	-5	0.2	1	-12	-6	0.7
CC(C)c1ccc(C(CC(=O)c2ccc(Cl)cc2)C(=O)O)cc1 (centres undefined)
 : -0.2	.	-1	1	-2	0.5	1	-8	1	2.1
Cc1ccc(C)c(N2CCN(C(=O)Nc3ccc4c(c3)N(C)C(=O)CS4)CC2)c1
 : -0.4	13	-5	1	-13	-0.4	0.9	-119	50*	5.1
Cc1nn(C(C)(C)C)c(OC(=O)C2CCCC2)c1S(=O)(=O)c1ccccc1
 : -0.2	13	-1	1	0	-0.7	0.9	-4	62*	6.3
Cn1cc(CNCc2cn(C)nc2-c2ccc(C3CCCCC3)cc2)cn1
 : -0.3	12	-5	0.9	-5	-1.7	0.9	-8	94*	1.7
C=CC[N+](C)(C)C/C(Cl)=C(\Cl)c1ccccc1
 : -0.4	.	-2	1.1	-3	0.3	1.1	-6	-3	0.8
C(=C\c1ccccc1)/CN1CCN(Cc2nc(Cc3ccccc3)no2)CC1
 : -0.2	-16	0	1	-3	1.1	1	-3	80*	5.7
CC(=O)Nc1ccc(SCC(=O)OCC(=O)NC(=O)NCc2ccco2)cc1
 : -0.3	-20	-3	1	-6	2.6	1	-13	1	-0.9
CC1CCN(S(=O)(=O)c2csc(C(=O)Nc3ccccc3)c2)CC1
 : -0.4	.	-2	0.9	1	-0.1	0.9	-6	0	1.9
Cc1occc1C(=O)NNC(=O)Nc1ccc([N+](=O)[O-])cc1
 : -0.1	-9	-1	1.1	1	-0.8	1.1	-2	-2	-0.1
Cc1[nH]n(-c2cccc3ccccc23)c(=O)c1/C=N/c1sc2c(c1C#N)CCC2
 : -0.4	.	1	0.9	-3	-0.4	0.9	1	-6	1.5
Brc1ccc(C2=Nn3c(nnc3-c3cccnc3)SC2)s1
 : -0.2	-14	0	1.1	4	1.5	1	-8	-1	1.9
O=C(/C=C/c1cn(-c2ccccc2)nc1-c1cccnc1)N1CCCC1
 : -0.1	-12	2	0.9	-1	0.2	1	-6	3	-0.9
Cc1cc(=O)[nH]c(N/N=C/c2c(C)nn(-c3ccccc3)c2C)n1
 : -0.1	-12	5	1.1	-4	-0.4	1	-7	2	3.9
O=C(OCc1nc2ccccc2s1)C1CCN(C2=NS(=O)(=O)c3ccccc32)CC1
 : 0.2	-14	-7	1	-9	2.0	1.1	0	-3	3.1
